Compound activity from PubChem BioAssay.
Mdm2-MdmX inh: inhibitors of human Mdm2/MdmX interaction. actives 3% (n = 330,000). inhibition, % at 8 µM. O15151+Q00987. SaOS-2 split-luciferase Mdm2/MdmX complementation, luminescence. AID 485346;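 active = inhibition of at least 50% at 8 µM in the primary screen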
Target sequence (O15151 whole entry, looked up): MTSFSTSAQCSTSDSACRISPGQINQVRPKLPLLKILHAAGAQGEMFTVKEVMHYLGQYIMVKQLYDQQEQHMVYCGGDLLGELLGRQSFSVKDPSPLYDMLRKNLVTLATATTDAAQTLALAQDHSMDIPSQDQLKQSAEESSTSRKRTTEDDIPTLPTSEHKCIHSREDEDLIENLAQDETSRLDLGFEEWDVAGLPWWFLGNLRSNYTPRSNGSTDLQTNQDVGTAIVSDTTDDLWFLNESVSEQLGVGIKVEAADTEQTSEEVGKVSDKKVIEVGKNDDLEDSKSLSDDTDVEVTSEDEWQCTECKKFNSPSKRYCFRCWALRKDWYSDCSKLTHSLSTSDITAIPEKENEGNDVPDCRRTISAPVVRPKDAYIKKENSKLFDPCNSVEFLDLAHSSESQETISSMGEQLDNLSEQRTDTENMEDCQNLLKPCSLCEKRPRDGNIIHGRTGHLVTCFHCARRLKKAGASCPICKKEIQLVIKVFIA
Target sequence (Q00987 whole entry, looked up): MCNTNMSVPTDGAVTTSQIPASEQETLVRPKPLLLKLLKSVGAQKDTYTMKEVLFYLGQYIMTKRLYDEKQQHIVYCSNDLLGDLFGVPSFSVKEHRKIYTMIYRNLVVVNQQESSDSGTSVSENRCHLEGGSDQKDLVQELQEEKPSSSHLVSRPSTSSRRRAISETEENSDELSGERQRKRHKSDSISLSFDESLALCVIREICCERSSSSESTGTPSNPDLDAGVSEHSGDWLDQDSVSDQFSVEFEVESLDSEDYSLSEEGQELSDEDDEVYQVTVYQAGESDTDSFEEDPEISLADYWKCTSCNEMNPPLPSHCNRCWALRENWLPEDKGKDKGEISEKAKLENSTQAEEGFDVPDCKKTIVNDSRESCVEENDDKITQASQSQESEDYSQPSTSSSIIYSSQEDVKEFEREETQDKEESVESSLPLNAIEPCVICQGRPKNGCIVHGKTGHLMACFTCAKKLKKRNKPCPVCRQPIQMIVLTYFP
Jurkat NFkB inh: inhibitors of the PMA/ionomycin-induced NF-kB reporter in Jurkat cells; inhibition, % at 4 µM; PMA/ionomycin-induced NF-kB luciferase reporter, luminescence; actives 0.53% (n = 330,000); in the data active = inhibition above about 50%
XBP1 UPR activ: adaptive UPR (XBP1) activation. AID 463104. activation, % at 20 µM. actives 0.33% (n = 330,000). CHO-XBP1 luciferase reporter, IRE1-XBP1 UPR activation, luminescence; percent of tunicamycin response, DMSO as zero;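 active = versus positive control, 20 µM dose yields 30% or more activation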;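 also: 100% = tunicamycin at 10 µg/mL and 0% = DMSO only wells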
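Material: CHO-XBP1 cells stably carrying IRE1-XBP1-driven luciferase reporter / Amount: 1000 cells per well / Compound: 20 µM, 1% DMSO / Times: 6 h treatment, 37 °C / Detection: luciferase luminescence / Measure: % activation of reporter signal versus tunicamycin and DMSO controls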
697 NFkB inh: inhibitors of the PMA/ionomycin-induced NF-kB reporter in 697 B cells. 697 B-cell NF-kB luciferase reporter, 16 h. inhibition, % at 4 µM. actives 0.33% (n = 330,000). AID 435022; in the data active = inhibition above about 35%
tim23-1 inh: growth inhibitors of tim23-1 mutant yeast; S. cerevisiae tim23-1 growth, BacTiter-Glo luminescence, 24 h; inhibition, % at 20 µM; actives 1.3% (n = 330,000); AID 463212;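 active = growth inhibition of the mutant yeast at or above 50%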;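 also: temperature-sensitive mutant grown at 25 °C; plate controls were DMSO-treated mutant yeast for no effect and medium wells lacking yeast for full effect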
APJ ag: agonists of human APJ apelin receptor; AID 2520; activation, % at 20 µM; actives 0.11% (n = 330,000); CHO-K1 APJ PathHunter beta-arrestin, luminescence; 0% DMSO wells, 100% apelin;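 active = activation more than six SD over the plate average, tested at 20 µM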;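 also: 0% = DMSO alone and 100% = apelin-13 at 10 nM; some results filed as inactive read as strong as hits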
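Test system – PathHunter CHO-K1 APJ (AGTRL-1) beta-arrestin reporter cells · Input – 1000 cells/well · Compound – single test compound dose, 20 µM final, 1% DMSO · Times – compound stimulation 90 min at 25 °C, detection 60 min · Technique – beta-gal luminescence · Read-out basis – APJ–arrestin association signal · Control set – negative DMSO alone, positive Apelin-13 at 10 nM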
CHOP UPR activ: apoptotic UPR (CHOP) activation; CHO-CHOP luciferase reporter, luminescence; percent of tunicamycin response over DMSO baseline; activation, % at 10 µM; actives 0.34% (n = 330,000); AID 449763;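 active = at 10 µM dose, activation of 40% or more, normalized to positive control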;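 also: 100% = tunicamycin at 10 µg/mL and 0% = DMSO alone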
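System: CHO-CHOP luciferase reporter cell line | Buffer or medium: F12 medium containing 10% fetal bovine serum | Doses: One dose, 10 µM in 0.5% DMSO | Times: 6 h compound exposure at 37 °C after overnight seeding | Signal: Luciferase luminescence | Read-out: % activation vs tunicamycin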
APJ antagonist: blocks the human apelin receptor APJ | P35414 | CHO-K1 APJ beta-arrestin complementation, luminescence | inhibition, % at 20 µM | actives 0.32% (n = 330,000) | AID 2521;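 active = inhibition above about 40% at 20 µM, limit read from the data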;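 also: cells challenged with 10 nM apelin-13 agonist together with compound; plate controls were apelin-13 plus DMSO wells for no effect and DMSO wells lacking apelin-13 for full effect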
* hit, by the source's call.

Molecule | APJ antagonist | 697 NFkB inh | tim23-1 inh | APJ ag | XBP1 UPR activ | Jurkat NFkB inh | Mdm2-MdmX inh | CHOP UPR activ
Cn1nc(-c2ccc(C(=O)N3CCN(Cc4ccccc4)CC3)cc2)c2ccccc2c1=O | -8 | -30 | 27 | 0 | -2 | 10 | 21 | 3.0
CCCc1cc(=O)[nH]c(SCC(=O)NC(=O)c2ccccc2)n1 | -16 | 26 | -15 | -4 | -1 | 18 | 0 | -1.4
COc1ccc(CCNC2CC(=O)N(CCc3ccc(OC)c(OC)c3)C2=O)cc1 (stereo not given) | -12 | 14 | -12 | -3 | -4 | 10 | 9 | -4.0
Cc1cc(C)c(C)c(S(=O)(=O)N2CCCN(C)CC2)c1C | 6 | 6 | -7 | -2 | 0 | 0 | 29 | 0.2
O=C(NCCN1CCCC1)c1ccc2c(c1)N(Cc1ccccc1)C(=O)c1ccccc1S2(=O)=O | 6 | 1 | -12 | -4 | 0 | -14 | 28 | 1.7
O=C1CN(C(=O)COC(=O)CNC(=O)c2ccc(Cl)cc2)c2ccccc2N1 | -10 | 13 | 7 | -2 | 2 | -2 | 6 | 1.0
Cc1ccc(CC(=O)N2CCN(C(=O)C3CCCO3)CC2)cc1 (stereo not given) | -10 | 24 | 11 | 9 | -8 | 16 | 24 | 1.1
Cc1cccc[n+]1CC(=O)Nc1ccc([N+](=O)[O-])cc1 | -5 | 8 | 0 | -3 | -4 | 17 | 19 | 0.0
CCC(C)(C)n1nnnc1C(c1ccc(OC)c(OC)c1)N1CCN(c2ccc(F)cc2)CC1 (stereo not given) | -4 | 0 | 24 | -3 | -4 | 3 | -2 | 3.4
Nc1cc(=O)nc(SCC(=O)Nc2ccccc2Cl)n1-c1ccccc1 | -2 | 10 | 14 | -1 | 0 | -2 | -8 | -1.2
COc1cc(OC)cc(-c2ncc3ccccn23)c1 | 28 | 24 | -4 | 0 | 2 | 15 | 38 | 0.0
O=C(CSc1nnc2c(n1)[nH]c1ccccc12)Nc1ccc(N2CCOCC2)cc1 | -28 | -5 | -3 | -1 | 2 | 17 | -9 | 2.1
CCOc1ccc(NS(=O)(=O)c2ccc3[nH]c(=O)[nH]c3c2)cc1 | -4 | 11 | -20 | 0 | -2 | 1 | 17 | -2.2
CC(Sc1nc2ccccc2s1)C(=O)N(C)Cc1ccccc1 (stereo not given) | 10 | 14 | 15 | -5 | 0 | 21 | 14 | 6.4
CCOC(=O)Cn1c(C)c(Br)c(COC)c(C#N)c1=O | 13 | -9 | 18 | -3 | -1 | 14 | 1 | 0.4

Part of the list above, with values under each structure:
Each structure is followed by: APJ antagonist, 697 NFkB inh, tim23-1 inh, APJ ag, XBP1 UPR activ, Jurkat NFkB inh, Mdm2-MdmX inh, CHOP UPR activ
- CCCc1cc(=O)[nH]c(SCC(=O)NC(=O)c2ccccc2)n1
 : -16, 26, -15, -4, -1, 18, 0, -1.4
- O=C(CSc1nnc2c(n1)[nH]c1ccccc12)Nc1ccc(N2CCOCC2)cc1
 : -28, -5, -3, -1, 2, 17, -9, 2.1
- COc1ccc(CCNC2CC(=O)N(CCc3ccc(OC)c(OC)c3)C2=O)cc1 (stereo not given)
 : -12, 14, -12, -3, -4, 10, 9, -4.0
- COc1cc(OC)cc(-c2ncc3ccccn23)c1
 : 28, 24, -4, 0, 2, 15, 38, 0.0

Part of the list above in order of formula weight, falling:
Molecule | APJ antagonist | 697 NFkB inh | tim23-1 inh | APJ ag | XBP1 UPR activ | Jurkat NFkB inh | Mdm2-MdmX inh | CHOP UPR activ
CCCc1cc(=O)[nH]c(SCC(=O)NC(=O)c2ccccc2)n1 | -16 | 26 | -15 | -4 | -1 | 18 | 0 | -1.4
Cc1ccc(CC(=O)N2CCN(C(=O)C3CCCO3)CC2)cc1 (stereo not given) | -10 | 24 | 11 | 9 | -8 | 16 | 24 | 1.1
Cc1cc(C)c(C)c(S(=O)(=O)N2CCCN(C)CC2)c1C | 6 | 6 | -7 | -2 | 0 | 0 | 29 | 0.2

Next section
Molecule | APJ antagonist | 697 NFkB inh | tim23-1 inh | APJ ag | XBP1 UPR activ | Jurkat NFkB inh | Mdm2-MdmX inh | CHOP UPR activ
Cc1ccc2c(C)c(C(=O)Nc3cccnc3)oc2c1 | -19 | 9 | 14 | -3 | 4 | -49 | -10 | 5.8
NC(=O)C1(N2CCCCC2)CCN(C(=S)Nc2ccc(S(N)(=O)=O)cc2)CC1 | 21 | 11 | -7 | -3 | 1 | -1 | 19 | -1.7
O=C(CSc1nnc(Nc2ccccc2)s1)NCc1ccco1 | 27 | 6 | 15 | -1 | -1 | 1 | -7 | 3.2
COC(=O)c1ccccc1NC(=O)c1onc(C)c1Cl | 22 | 4 | -2 | -2 | 0 | 5 | -23 | 0.9
Cc1cccn2c(=O)nc(SCC(=O)N3CCC(C)CC3)nc12 | 8 | 15 | -4 | 7 | -5 | -6 | 18 | 0.1
COc1ccc(C(=O)/C=C2\NCCc3cc(OC)c(OC)cc32)cc1OC | 11 | 21 | 31 | 1 | 12 | -6 | 26 | -1.3
CC(CN1c2ccccc2Sc2ccccc21)N(C)C (stereo not given) | -8 | 1 | 4 | 10 | -1 | -1 | 29 | 0.9
C[n+]1cc(-c2ccccc2)n2c1CCCCC2 | 13 | 0 | -1 | -3 | -1 | 10 | -4 | 1.9
CCc1cccc(NC(=O)CCCn2c(=O)[nH]c3ccsc3c2=O)c1 | -19 | 4 | 1 | 1 | -1 | 5 | 14 | -1.3
Cc1nc(-c2ccc(S(=O)(=O)Nc3cccc(S(N)(=O)=O)c3)s2)cs1 | -1 | -12 | -2 | 3 | -2 | 4 | -4 | -0.7
O=C(CCNS(=O)(=O)c1cccc2nsnc12)NC1CCN(Cc2ccccc2)CC1 | 21 | 8 | 9 | -1 | -1 | -4 | 2 | -1.1
O=c1oc2cccnc2n1CCS(=O)(=O)c1ccc(F)cc1 | 19 | 31 | 8 | -2 | 2 | 6 | 11 | 1.1
CCc1ccc(NC(=O)CC2C(=O)N(c3ccc(C)cc3)C(=O)N2CCc2ccncc2)cc1 (stereo not given) | -3 | 18 | 15 | -3 | -1 | -6 | -1 | -0.1
CCc1nn(CCCC(=O)NCc2ccc(OC(C)C)cc2)c(=O)c2cc3occc3n12 | 11 | 1 | 21 | -7 | 7 | 12 | 44 | 1.2
O=C(CSc1nnnn1CCCO)Nc1ccc2c(c1)OCO2 | -14 | -4 | 4 | 3 | -3 | 2 | -16 | -0.9
CCN1CCN(c2nc(Nc3ccc(NC(C)=O)cc3)nc(Nc3ccc(NC(C)=O)cc3)n2)CC1 | 0 | 11 | 1 | -3 | 1 | 12 | 23 | 1.5
CCOc1ccc(N2CC(C(=O)NC3CCCCCC3)CC2=O)cc1 (stereo not given) | 17 | 6 | 21 | 1 | -3 | -3 | -12 | 1.0
COC(=O)c1ccccc1NC(=O)N1c2ccccc2CC1C (stereo not given) | -8 | 8 | 31 | -6 | 3 | -9 | 10 | -2.9
O=C(Nc1c(-c2ccc(F)cc2)nc2ccccn12)c1ccc(F)cc1 | 9 | 3 | 8 | 0 | -7 | -15 | 12 | 0.2
O=C(NCCc1csc(-c2cccnc2)n1)c1cccs1 | 13 | 5 | -6 | 2 | 1 | 6 | 14 | 4.5
COc1ccc([C@@H]2CC=C(C(=O)O)[C@H](c3ccc(Cl)cc3)N2S(=O)(=O)c2ccc(Cl)cc2)cc1 | 11 | 12 | 21 | -1 | 2 | -3 | 2 | -1.9
N#Cc1ncc(C(F)(F)F)cc1Oc1cccnc1 | 1 | 8 | -9 | -3 | -5 | -4 | -5 | 1.1
Cc1cc(NC(=O)CN2C(=O)NC3(CCCCC3)C2=O)no1 | 12 | -6 | 1 | -3 | -2 | 12 | 19 | -1.0
O=C(CSc1nnc(-c2ccncc2)n1CC1CCCO1)Nc1cccc(O)c1 (stereo not given) | 2 | -25 | 14 | -2 | 1 | -4 | -12 | 0.7
C[C@H](NC(=O)c1ccccc1F)C(=O)N1CCC2(CC1)NCCc1[nH]cnc12 | 18 | -3 | -22 | -1 | 0 | -8 | 16 | -2.1
CC1(C)CC(=O)C2=C(C1)OC(N)=C(C#N)C21C(=O)N2CCCc3cccc1c32 (stereo not given) | -5 | 1 | 18 | 2 | -2 | 2 | 17 | 0.5
Cc1cc(C(=O)NCCCOC(C)C)c2ccccc2n1 | 23 | 17 | 15 | -5 | 1 | 4 | 15 | -0.7
Cn1cccc1C(=O)OCC(=O)Nc1sccc1C#N | -1 | -115 | 1 | -5 | 4 | -92 | -97 | 1.7
Cc1occc1C(=O)NNC(=O)C1CCCCC1 | 9 | -7 | 19 | 1 | -2 | 0 | 4 | -1.3
CCN(Cc1ccccc1)C(=O)CCS(=O)(=O)c1ccc2c(c1)n(C)c(=O)c(=O)n2C | 11 | 4 | -5 | -3 | 0 | -4 | 12 | 0.4
Cc1ccc(OCCn2cnc3sc(C(N)=O)c(C)c3c2=O)cc1 | -1 | -19 | 15 | -3 | 1 | -3 | -8 | 0.3
Cc1c(C(=O)N2CCN(C)CC2)oc2ccc(S(=O)(=O)N3CCOCC3)cc12 | -1 | 0 | 27 | 7 | -2 | 9 | 1 | -1.1
Clc1ccc(C2CC(c3ccco3)n3ncnc3N2)cc1Cl (stereo not given) | 8 | -20 | 15 | -2 | 0 | 5 | -30 | 0.1
CC1=Nc2cc(C(=O)NCCCN3CCOCC3)ccc2Sc2c(C)ccc(C)c21 | -24 | -18 | -12 | -1 | -4 | 10 | 66* | 2.7
O=C(NCc1ccc(F)cc1)c1ccc(Br)o1 | 6 | 6 | -1 | -4 | 1 | -2 | 4 | -0.7
CSc1nc(N)c(C(=O)Nc2ccc([N+](=O)[O-])cc2)s1 | 15 | -8 | 33 | -4 | -4 | -2 | -31 | 5.1

Part of the list above, reduced to tim23-1 inh, APJ ag and 697 NFkB inh:
compound | tim23-1 inh | APJ ag | 697 NFkB inh
Cn1nc(-c2ccc(C(=O)N3CCN(Cc4ccccc4)CC3)cc2)c2ccccc2c1=O | 27 | 0 | -30
CCc1nn(CCCC(=O)NCc2ccc(OC(C)C)cc2)c(=O)c2cc3occc3n12 | 21 | -7 | 1
CC(Sc1nc2ccccc2s1)C(=O)N(C)Cc1ccccc1 (stereo not given) | 15 | -5 | 14
O=C(CSc1nnc2c(n1)[nH]c1ccccc12)Nc1ccc(N2CCOCC2)cc1 | -3 | -1 | -5
COC(=O)c1ccccc1NC(=O)c1onc(C)c1Cl | -2 | -2 | 4
NC(=O)C1(N2CCCCC2)CCN(C(=S)Nc2ccc(S(N)(=O)=O)cc2)CC1 | -7 | -3 | 11

Rows were taken by chance; any-hit rate near 5%.
